# TGFb inhibitor – inhibitors of TGF-b signaling; hit rate 1.2% among 410,000; Potency, µM (titrated, usually from 46.1 µM), inactives show at the top dose activity, negative = inhibition, usual class: inhibitors; HepG2 CAGA-GFP TGF-b/SMAD3 reporter, GFP fluorescence, 18 h; TGF-beta stimulated, 500 pg/mL final; AID 588855; note: potency is the fitted concentration of half-maximal effect; % is set by controls: 0 for no effect and ±100 for the full control effect; nearly all actives have a fitted effect of over 65% in size
#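 HEPG2 CAGA-GFP reporter cells (1000/well, DMEM with 1% FBS) received compounds, then recombinant TGF-beta at 500 pg/mL final for 18 hours at 37 degrees C. Per-cell GFP summed per well was normalised to unstimulated and stimulated DMSO controls before curve fitting.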
# ATXN viability – viability counter-screen for ATXN expression inhibitors. S2 cells (HEK-293 line with an ATXN2-luciferase reporter) viability, CellTiter-Fluor protease fluorescence, 24 h. Potency, µM (doses to about 56.7 µM), actives largely listed as cytotoxic. hit rate 0.49% among 400,000; note: potency is the fitted concentration of half-maximal effect; nearly all actives have a fitted effect of over 40% in size
# HepG2 viability – counter-screen for TGF-b inhibitors: cytotoxicity in HepG2 cells | Potency, µM (highest dose often 46.1 µM), inactives show top-dose activity change, negative = cytotoxicity, usual class: cytotoxic | HepG2 CAGA-GFP viability, ATP luminescence, 18 h | hit rate 0.76% among 410,000; note: potency is the fitted concentration of half-maximal effect; some results filed as inactive show a strong effect at the top dose
#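 HepG2 CAGA-GFP cells (1000/well, DMEM with 1% FBS) received compound, then TGF-beta at 500 pg/mL final, and were incubated 18 hours at 37 degrees C. Viability was read by CellTiter-Glo luminescence. Media-only wells were set as complete cell-killing and DMSO as no toxicity.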
# A549 viability – kills or reduces viability of A549 cells in Nrf2 counter-screen; Potency, µM (doses to about 46 µM), inactives show at the highest dose activity change, negative = cytotoxicity, actives largely listed as inhibitors; AID 504648; hit rate 0.16% among 390,000; A549 ARE-Fluc cells, CellTiter-Fluor viability, 18-24 h; note: potency is the fitted concentration of half-maximal effect; % is set by controls: 0 for no effect and ±100 for the full control effect
#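 A549 ARE_Fluc cells in 5% FBS OPTI-MEM were exposed to compounds in concentration-response for 18-24 h at 37 deg C. Viability was read by CellTiter-Fluor fluorescence (Ex 405/Em 525) after 30 min, before the luciferase read.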
# ATXN2 expr inh – reduces ATXN2 reporter expression in HEK-293 cells; HEK-293 ATXN2-luciferase reporter, luminescence, 24 h; Potency, µM (series often up to 57 µM), without a hit: top-dose activity change, negative = inhibition, actives largely listed as inhibitors; hit rate 0.72% among 360,000; AID 1745845; note: potency is the fitted concentration of half-maximal effect; % is set by controls: 0 for no effect and ±100 for the full control effect; nearly all actives have a fitted effect of over 55% in size
#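 ATXN2-luciferase reporter cells (luciferase flanked by upstream and downstream ATXN2 gene portions) were treated 24 h at 37 °C with compounds at up to 57 uM. SteadyGlo luminescence gave expression; GF-AFC fluorescence gave viability.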
# Nrf2 block – inhibitors of Nrf2 signaling. A549 ARE-Fluc reporter, luciferase luminescence, 18-24 h. Potency, µM (top dose mostly 46 µM), inactives show at the highest dose activity change, negative = inhibition, hits mostly inhibitors. hit rate 2.1% among 360,000. AID 504444; note: potency is the fitted concentration of half-maximal effect; % is set by controls: 0 for no effect and ±100 for the full control effect; nearly all actives have a fitted effect of over 60% in size
#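 Two sequential reads on A549 ARE_Fluc cells exposed to compound for 18-24 h: a CellTiter-Fluor fluorescence read for viability, then a luciferase luminescence read for Nrf2/ARE activity.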
# EPAC2 ag – activates human EPAC2 exchange factor; Q8WZA2; EPAC2 activation, biochemical qHTS; response scale: 100% = 6.5 mM cAMP response; Potency, µM (titrated, usually from 154 µM), without a hit: top-dose activation, actives largely listed as activators; hit rate 0.079% among 360,000; AID 720711; note: potency is the fitted concentration of half-maximal effect; nearly all actives have a fitted effect of over 50% in size
# Target sequence (Q8WZA2 whole entry, looked up): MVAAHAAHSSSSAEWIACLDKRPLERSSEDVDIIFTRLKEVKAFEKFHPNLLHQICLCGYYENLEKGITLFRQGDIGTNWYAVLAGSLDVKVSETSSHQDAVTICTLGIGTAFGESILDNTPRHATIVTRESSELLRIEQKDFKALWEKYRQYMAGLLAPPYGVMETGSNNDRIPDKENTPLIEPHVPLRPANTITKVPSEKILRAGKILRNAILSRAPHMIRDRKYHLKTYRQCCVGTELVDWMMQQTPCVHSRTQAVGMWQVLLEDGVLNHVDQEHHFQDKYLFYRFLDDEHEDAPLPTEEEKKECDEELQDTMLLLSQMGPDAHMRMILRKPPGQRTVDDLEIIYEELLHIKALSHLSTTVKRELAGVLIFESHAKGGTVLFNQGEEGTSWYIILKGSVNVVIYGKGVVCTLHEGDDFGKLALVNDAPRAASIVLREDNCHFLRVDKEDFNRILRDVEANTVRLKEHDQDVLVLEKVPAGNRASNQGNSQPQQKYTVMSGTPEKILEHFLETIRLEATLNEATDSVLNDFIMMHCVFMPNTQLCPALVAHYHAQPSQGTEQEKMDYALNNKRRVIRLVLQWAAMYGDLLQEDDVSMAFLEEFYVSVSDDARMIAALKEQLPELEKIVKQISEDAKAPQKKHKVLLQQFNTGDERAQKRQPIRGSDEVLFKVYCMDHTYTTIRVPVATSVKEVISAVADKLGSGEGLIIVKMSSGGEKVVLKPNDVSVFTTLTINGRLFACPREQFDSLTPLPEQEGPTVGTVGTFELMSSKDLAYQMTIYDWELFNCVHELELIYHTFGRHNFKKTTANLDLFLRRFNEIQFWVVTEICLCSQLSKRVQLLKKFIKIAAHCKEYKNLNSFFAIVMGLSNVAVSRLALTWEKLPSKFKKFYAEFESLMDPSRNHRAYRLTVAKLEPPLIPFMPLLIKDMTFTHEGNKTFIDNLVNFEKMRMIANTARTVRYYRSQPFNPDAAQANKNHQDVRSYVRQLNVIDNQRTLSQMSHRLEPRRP
#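 Each well held 100 nM EPAC2, 250 nM RAP1B-BODIPY-GDP and 50 uM GDP. Fluorescence, read at 5-min intervals to 30 min, was referenced to a 6.5 mM cAMP positive control.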
# IL-2 act – activates IL-2 in a cell-based reporter assay | AID 652025 | IL-2 activation reporter assay, cell-based qHTS; stimulated with anti-CD3/CD4/CD28 beads; in transgenic mouse T cells | hit rate 0.065% among 360,000 | activation, % (series mostly up to about 46 µM); in the data active = activation above about 50%; inconclusive = mostly about 30% to 49%; note: 0% is about no effect
#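 Unstimulated transgenic mouse T cells, 750 per well, received compound and, after 60 minutes, anti-CD3/anti-CD4 bead plus anti-CD28 stimulation. EGFP and DsRed were quantified after 18 hours.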
# Nrf2 ARE act – activates Nrf2 signaling; Potency, µM (highest dose often 46.1 µM), inactives show at the highest dose activation, hits mostly activators; AID 624171; AREc32 ARE-luciferase reporter (MCF7-derived line), luminescence, 24 h; hit rate 0.31% among 410,000; note: potency is the fitted concentration of half-maximal effect; % of control where 0% means no effect; nearly all actives have a fitted effect of over 65% in size
#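 Luminescent ARE reporter assay in AREc32_Fluc cells: overnight plating at 37 deg C, 24 hr compound incubation, Steady-Glo added, 30 min RT before reading.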
# Starred values were filed as active, the others as inactive; i = inactive; ? = inconclusive; nt = no result given; [ ] = remark or other dose. Unless noted, calls come from the whole dose curve; as a rule, active = well fitted curve in the direction sought with a large enough effect; inconclusive = small, poorly fitted or top-dose-only effect, or another doubt; inactive = no such curve, though single readings can be large; an effect the other way counts as inactive or inconclusive.
SMILES,TGFb inhibitor,ATXN viability,HepG2 viability,A549 viability,ATXN2 expr inh,Nrf2 block,EPAC2 ag,IL-2 act,Nrf2 ARE act
O=C(COC(=O)c1cc([N+](=O)[O-])ccc1N1CCOCC1)c1ccc(F)cc1,0%,i,-6%,?,nt,-35%,-9%,0.7,3.2%
COc1ccc(C(=O)NC(Cc2ccc(OC(=O)c3ccc(OC)cc3)cc2)C(=O)O)cc1 (stereo not given),6%,i,7%,-1%,-9%,-10%,-3%,-4.5,-0.4%[9.22 µM]
CCOC(=O)CN1C(=O)C(O)(CC(=O)c2ccco2)c2ccccc21 (stereo not given),?,i,2%,-5%,-6%,5%,-1%,-0.7,0.2%
Cc1cc(Cl)ccc1NC(=S)Nc1ccccn1,?,i,-33%,1%,10%,6%,0%,-0.6,4.9%
CCN(CC)C(=O)COc1ccc2c(-c3ccc(OC)cc3)cc(=O)oc2c1,0%,i,-33%,1%,-16%,-20%,8%,-0.6,2.2%
Cc1ccc(COC(=O)c2[nH]c3c(c2C)C(=O)CC(c2ccc(N(C)C)cc2)C3)cc1 (stereo not given),-4%,i,-9%,-1%,4%,13%,nt,nt,0.1%
O=C(CCNS(=O)(=O)c1ccc2c(c1)CCN2C(=O)C1CC1)N1CCN(c2ccccc2F)CC1,-1%,i,-12%,8%,0%,nt,nt,nt,0.8%
CCOC(=O)N1CCN(c2c(NCCc3ccc(OCC)c(OCC)c3)c(=O)c2=O)CC1,0%,i,-6%,-2%,-6%,-3%,7%,-2.7,-0.3%
Cc1ccc(C(=O)N2CCCC(C(=O)Nc3cccc(-c4ccc(F)cc4)c3)C2)cn1 (stereo not given),-23%,i,-23%,0%,-30%,?,5%,-3.7,4.8%
CC1(C)Cc2nc(N3CCOCC3)c(C#N)cc2CO1,-2%,i,0%,-15%,-4%,7%,0%,-2.3,-0.8%
COc1cccc2cc(C(=O)Oc3ccc(NC(C)=O)cc3)c(=O)oc12,20%,i,18%,-6%,-10%,-7%,4%,1.3,-0.5%
O=C(CN1C(=O)NC2(CCOc3ccccc32)C1=O)NCc1ccccc1 (stereo not given),14%,i,-20%,0%,-5%,5%,11%,1.3,2.3%
CC1=Nc2ccccc2/C1=C/c1nc(-c2ccc(C)s2)oc1O,-26%,i,-36%,-6%,nt,2%,-12%,13,4.1%
CCCCc1nc2cc(Cl)ccc2o1,-5%,i,1%,4%,-6%,-10%,0%,-1.8,0.1%
CC(=O)N1CCN(C(=O)CNC(=O)c2ccc(Br)o2)CC1,9%,i,8%,-5%,2%,-5%,0%,-2.6,0.5%
COc1ccc(C(=O)NCc2nnc(SCC(=O)Nc3nc4ccccc4s3)o2)cc1,-10%,i,-6%,6%,11%,6%,-4%,0.3,-0.3%[9.22 µM]
O=S(=O)(CCc1nc2ccccc2s1)c1ccc2ccccc2c1,-11%,i,3%,-3%,18%,14%,20%,0.0,2.6%
CC1CCCN(C(=O)COC(=O)Cn2cnc3ccccc32)C1 (stereo not given),-9%,i,4%,-2%,-3%,7%,9%,0.2,-0.3%
Cc1cc(C)c2cc(CN(CCCN(C)C)C(=S)NCc3ccccc3)c(=O)[nH]c2c1,-15%,i,2%,7%,-13%,3%,7%,0.5,7.5%
Cc1ccc(C(=O)NCc2ccc3c(c2)OCO3)c(C)c1,-7%,i,4%,8%,18%,4%,4%,-0.3,2.7%
COc1cc(OC)c(NC(=O)Nc2cccc(OCc3cc(=O)n4ccccc4n3)c2)cc1Cl,-29%,nt,-17%,-14%,nt,nt,nt,nt,0.7%
O=C(Nc1cccc(F)c1)NC1CCCCC1,16%,i,-15%,-1%,50%[activator],nt,7%,0.5,0.4%
Cc1ccc(C)c(N2N=C(C(=O)Nc3ccccc3N3CCCC3)CCC2=O)c1,22µM*,i,-22%,?,-14%,?,16%,?,3.9%
CN(CCNC(=O)CCNC(=O)Cn1ccc2ccccc2c1=O)Cc1ccccc1,-1%,?,-5%,?,-9%,19%,1%,-0.4,-0.1%
O=S(=O)(c1ccccc1)c1nc(-c2cccs2)oc1SCc1ccc(F)cc1,-19%,i,-29%,2%,8%,-3%[9.27 µM],nt,nt,0.8%
CSc1ncc(C(=O)NCc2ccc(Cl)cc2)c(C(F)(F)F)n1,-12%,?,-11%,10%,-7%,?,nt,nt,-0.8%
CC(=O)N=c1ncn(CC(COC(C)=O)OC(C)=O)c2nc[nH]c12 (stereo not given),5%,i,9%,6%,-2%,10%,2%,-1.9,-0.1%
CC(NC(=O)Nc1ccccc1Cl)c1ccc2c(c1)OCO2 (stereo not given),-3%,i,-9%,5%,10%,-15%,3%,-2.9,0.1%
Cc1ccc(SCCC(=O)OCC(=O)Nc2ccc(S(N)(=O)=O)cc2)cc1,-10%,i,-3%,-1%,6%,-8%,17%,-1.5,-0.5%
COc1ccc(/C=C/C(=O)N[C@H](C(=O)O)C(C)C)cc1,13%,i,2%,-1%,-7%,4%,2%,-0.6,0.0%
C[n+]1cccc(/C=N/Nc2nc(Cl)c(C#N)c(Cl)c2Cl)c1,0%,i,3%,0%,-1%,?,11%,-0.7,?
CCOC(=O)c1ccc(NC(=O)c2c(NCc3cccc(OC)c3)sc3c2CCC3)cc1,-7%,?,1%,1%,-6%,nt,nt,nt,5.9%
CC(C)(C)OC(=O)N1CCC[C@H]1C(=O)Nc1ccc(Br)cc1,3%,i,9%,0%,nt,-2%,5%,-0.1,0.6%
Cc1cc2ccccc2n1CCNC(=O)c1cccs1,-5%,i,-39%,-13%,4%,-2%,13%,-3.4,?
O=C(Nc1ccccc1F)c1ccc(Br)o1,-3%,i,-12%,4%,22%,24%,8%,-0.2,7.3%
CCCCN1C(=O)NC(NS(=O)(=O)c2ccc(N)cc2)(C(F)(F)F)C1=O (stereo not given),2%,i,5%,-4%,8%,nt,1%,0.7,-0.7%
CC1CCN(S(=O)(=O)c2cccc(C(=O)Oc3ccc([N+](=O)[O-])cc3)c2)CC1,-9%,i,-84%,-2%,-13%,2%,19%,-0.8,-0.5%
Cc1ccc(NC(=O)COC(=O)Cn2c(C)csc2=O)c([N+](=O)[O-])c1,4%,i,0%,2%,-14%,0%,7%,-0.6,-0.3%
Cc1cc(Cl)ccc1OCC(=O)NCCCN1CCOCC1,-2%,i,9%,7%,1%,5%,4%,0.8,-0.2%
CC(=O)N1CCN(C(=O)c2ccc(Oc3ccccc3)cc2)CC1,-10%,i,3%,-6%,-5%,-49%,8%,0.6,-0.7%
Cc1cc(N/N=C/c2ccc(O)cc2O)c2ccccc2n1,16%,i,1%,18%,nt,8%,-4%,-1.1,5.9%
NC(=O)NNC1=Nc2cccc3cccc1c23,-14%,i,-22%,-7%,-17%,4%,6%,-3.4,5.1%
O=C(NCC(c1ccco1)N1CCCC1)c1sc2cc(F)ccc2c1Cl (stereo not given),24%,i,6%,3%,-2%,13%,-12%,-0.7,0.6%
C=CCc1cccc2cc(C(=O)O)c(=O)oc12,0%,i,-1%,-3%,-2%,-16%,-2%,0.8,1.9%
Cc1c(/C=N/O)sc2ccccc12,1%,i,0%,0%,4%,-5%,15%,-0.3,-0.5%
Cc1cccc(NC(=O)CC2c3ccccc3Oc3ccccc32)c1,-3%,i,1%,2%,6%,4%,4%,-0.3,-0.5%
CCOC(=O)N1CCN(C(=O)CSCC(=O)Nc2nc(-c3cccs3)cs2)CC1,0%,i,-19%,-3%,0%,nt,11%,-1.5,8.2%
O=C(O)CSc1nc(C(F)(F)F)cc(=O)n1-c1ccccc1,?,i,5%,-5%,5%,12%,-1%,0.6,0.3%
Cc1nn(Cc2nnc(SCC(=O)Nc3cccc(C(F)(F)F)c3)n2C)c(C)c1[N+](=O)[O-],-1%,i,-28%,-4%,-6%,-20%,10%,0.3,0.1%
CCCN(Cc1ccc(N(CC)CC)cc1)CC1CC1,24%,i,1%,-11%,-16%,-4%,6%,-1.0,-0.6%

# 5 records picked at random from those above:
SMILES,TGFb inhibitor,ATXN viability,HepG2 viability,A549 viability,ATXN2 expr inh,Nrf2 block,EPAC2 ag,IL-2 act,Nrf2 ARE act
CCCN(Cc1ccc(N(CC)CC)cc1)CC1CC1,24%,i,1%,-11%,-16%,-4%,6%,-1.0,-0.6%
CCOC(=O)N1CCN(C(=O)CSCC(=O)Nc2nc(-c3cccs3)cs2)CC1,0%,i,-19%,-3%,0%,nt,11%,-1.5,8.2%
O=C(O)CSc1nc(C(F)(F)F)cc(=O)n1-c1ccccc1,?,i,5%,-5%,5%,12%,-1%,0.6,0.3%
Cc1nn(Cc2nnc(SCC(=O)Nc3cccc(C(F)(F)F)c3)n2C)c(C)c1[N+](=O)[O-],-1%,i,-28%,-4%,-6%,-20%,10%,0.3,0.1%
Cc1cccc(NC(=O)CC2c3ccccc3Oc3ccccc32)c1,-3%,i,1%,2%,6%,4%,4%,-0.3,-0.5%

# A second format for some results above.
# Results follow in this order: TGFb inhibitor, ATXN viability, HepG2 viability, A549 viability, ATXN2 expr inh, Nrf2 block, EPAC2 ag, IL-2 act, Nrf2 ARE act
O=C(Nc1ccccc1F)c1ccc(Br)o1
 : -3%, i, -12%, 4%, 22%, 24%, 8%, -0.2, 7.3%
CCCCN1C(=O)NC(NS(=O)(=O)c2ccc(N)cc2)(C(F)(F)F)C1=O (stereo not given)
 : 2%, i, 5%, -4%, 8%, nt, 1%, 0.7, -0.7%
